GPR7 antag = GPR7 receptor antagonists, primary screen, cell-based, fluorescence, single concentration; Neuropeptides B/W receptor type 1 (Homo sapiens), P48145; GPR7-expressing cells, fluorescence antagonist assay; inhibition, % at 4.4 µM; hit rate 1.1% among 290,000; in the data active = inhibition above about 16%, passing the limit was not always enough;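 also: cells stimulated with the agonist NPW; 0% = agonist with vehicle and 100% = vehicle without agonist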
DNA FID counter = compounds displacing fluorescent DNA intercalator, primary screen, artefact control for HCV NS3 helicase inhibitor project, biochemical, FID fluorescence | DNA fluorescent intercalator displacement | hit rate 0.17% among 290,000 | inhibition, % at 7.9 µM; in the data active = inhibition above about 37%;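 also: 0% = vehicle and 100% = reference compound; higher means more ethidium bromide displaced from hairpin DNA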
VIM-2 inhibitor = VIM-2 metallo-beta-lactamase inhibitors, primary screen, biochemical, epi-absorbance readout, Pseudomonas aeruginosa enzyme | AID 1527, 2009 | inhibition, % at 5.6 µM | hit rate 0.89% among 290,000 | purified VIM-2, nitrocefin hydrolysis, epi-absorbance fluorescence;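 active = inhibition above the mean of all tested compounds plus 3 SD, cutoff set per screening run, cut at about 7.5% in these data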;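 also: red hydrolysis product quenches plate fluorescence so inhibitors raise well fluorescence; 0% = enzyme with DMSO and 100% = DMSO without enzyme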
NS3 helicase inh = inhibitors of HCV NS3 helicase, primary screen, biochemical, Cy5 molecular beacon fluorescence; AID 1800, 2009; Hepatitis C virus NS3 helicase; hit rate 0.56% among 290,000; NS3 helicase DNA unwinding; inhibition, % at 10.9 µM;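 active = inhibition above the mean of all tested compounds plus 3 SD, set per campaign, cut at about 35% in these data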;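 also: 0% = DMSO wells and 100% = thioflavine S control wells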
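test system = hepatitis C virus NS3 helicase domain fragment enzyme | reagent = annealed dual-labelled DNA beacon duplex, ATP-started | times = 1 h at 25 °C | detection = Cy5 fluorescence, 0 and 60 min reads | read-out basis = percent inhibition from t60/t0 fluorescence ratio | control set = DMSO and thioflavine S | replication = one well per compound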
V1aR counter = agonists of human V1a receptor, primary screen, counter-screen for OXTR agonist project, fluorescence, CHO-V1R cells. Vasopressin V1a receptor (Homo sapiens), P37288. Fluo-8 calcium fluorescence, agonist mode; 0% DMSO, 100% 3 nM vasopressin. activation, % at 3 µM. hit rate 0.25% among 320,000. AID 2797, 2010;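 active = activation above the mean activation of all tested compounds plus 3 SD, per screening run, cut at about 20% in these data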;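 also: signal is peak over basal fluorescence ratio across a 100 second FLIPR read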
Target sequence (P37288 whole entry, looked up): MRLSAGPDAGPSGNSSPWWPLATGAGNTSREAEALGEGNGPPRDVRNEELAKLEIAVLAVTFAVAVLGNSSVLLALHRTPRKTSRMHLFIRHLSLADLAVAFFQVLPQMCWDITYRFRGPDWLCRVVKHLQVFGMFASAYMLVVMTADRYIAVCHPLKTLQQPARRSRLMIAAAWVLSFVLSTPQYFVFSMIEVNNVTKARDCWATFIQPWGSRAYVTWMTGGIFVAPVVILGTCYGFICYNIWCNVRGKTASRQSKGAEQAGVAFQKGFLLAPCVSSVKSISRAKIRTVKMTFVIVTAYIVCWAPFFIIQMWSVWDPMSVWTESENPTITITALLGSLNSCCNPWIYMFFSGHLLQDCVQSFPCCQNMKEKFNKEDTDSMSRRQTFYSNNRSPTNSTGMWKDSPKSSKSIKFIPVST
IMP-1 inhibitor = IMP-1 metallo-beta-lactamase inhibitors, primary screen, biochemical, epi-absorbance readout, Pseudomonas aeruginosa enzyme. metallo-beta-lactamase IMP-1 (Pseudomonas aeruginosa). purified IMP-1, nitrocefin hydrolysis, epi-absorbance fluorescence. inhibition, % at 5.6 µM. hit rate 0.45% among 290,000. AID 1556, 2009;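 active = inhibition above the mean plus 3 SD of all compounds in the same screening run, cut at about 4.5% in these data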;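 also: 0% = IMP-1 with DMSO and 100% = DMSO wells lacking enzyme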
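system = purified recombinant IMP-1 beta-lactamase | amount = 0.2 nM IMP-1, as dispensed | medium = HEPES buffer pH 7.1 with ZnSO4 and Brij 35 | times = 25 °C, 15 min preincubation, 25 min reaction | detection = plate fluorescence quenching by hydrolysis product, ex 480/em 530 nm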
GalR3 antagonist = GalR3 antagonists in HEK293 cells, primary screen, cell-based, fluorescence readout; HEK293 GalR3-CNG cAMP membrane potential fluorescence; galR3 body fused to GalR1 C-terminus; inhibition, % at 3 µM; hit rate 0.44% among 360,000; AID 651719, 2012;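 active = inhibition above the screen-wide average plus 3 SD, cut at about 13% in these data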;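 also: forskolin and galanin both at EC90 stimulate the cells; cAMP rise reported by CNG channel membrane potential dye signal; 0% = forskolin plus galanin with DMSO and 100% = forskolin alone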
Target sequence (O60755 1-299 limits assumed): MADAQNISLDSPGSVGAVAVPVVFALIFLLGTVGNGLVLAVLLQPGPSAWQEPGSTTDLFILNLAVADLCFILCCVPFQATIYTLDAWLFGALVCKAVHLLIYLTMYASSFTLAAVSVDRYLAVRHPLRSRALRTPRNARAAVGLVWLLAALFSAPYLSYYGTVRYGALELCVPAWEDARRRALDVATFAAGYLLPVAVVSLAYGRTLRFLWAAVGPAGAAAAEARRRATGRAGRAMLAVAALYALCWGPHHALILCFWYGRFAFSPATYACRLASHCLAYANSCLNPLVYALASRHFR
OXTR ag = human OXTR agonists, primary screen, fluorescence, CHO-OTR cells, Fluo-8 calcium. Oxytocin receptor (Homo sapiens), P30559. Fluo-8 calcium fluorescence; normalized: DMSO 0%, oxytocin 100%. activation, % at 3 µM. AID 2435, 2010. hit rate 0.32% among 320,000;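 active = activation above the mean of all tested compounds plus 3 SD, cutoff set per screening run, cut at about 20% in these data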;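 also: peak over basal fluorescence ratio from a 100 s FLIPR kinetic read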
PHOSPHO1 inh = PubChem AID 1565; Phosphoethanolamine/phosphocholine phosphatase (Homo sapiens), Q8TCT1; recombinant PHOSPHO1, absorbance phosphatase assay; inhibition, % at 13.3 µM; hit rate 1.1% among 290,000; in the data active = inhibition above about 60%
Target sequence (Q8TCT1 whole entry, looked up): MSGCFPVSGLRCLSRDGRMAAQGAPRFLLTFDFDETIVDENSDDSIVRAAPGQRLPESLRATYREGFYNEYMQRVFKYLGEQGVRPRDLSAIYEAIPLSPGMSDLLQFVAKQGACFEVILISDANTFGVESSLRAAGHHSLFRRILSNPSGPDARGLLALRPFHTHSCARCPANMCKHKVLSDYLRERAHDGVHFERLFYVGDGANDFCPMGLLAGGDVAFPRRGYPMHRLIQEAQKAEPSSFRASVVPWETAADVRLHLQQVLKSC
Numbers without * were called inactive; . = no result given; & = joins results of further samples. The order is random. Share with any hit: about 4.3%.

Order of results – GPR7 antag, DNA FID counter, VIM-2 inhibitor, NS3 helicase inh, V1aR counter, IMP-1 inhibitor, GalR3 antagonist, OXTR ag, PHOSPHO1 inh
[1] O=C(CSc1nnnn1-c1ccc(F)cc1)Nc1ccc(N2CCOCC2)c(Cl)c1
→ 6, -1, -2.0, -3, 2.1, -3.4, -8, 1.1, -2
[2] Cc1ccc(S(=O)(=O)/N=C(/Nc2ccccn2)c2ccc(Cl)cc2)cc1
→ -10, -9, -0.9, -3, 1.7, -1.9, -3, -2.2, 5
[3] Cc1nc(C)c(C(=O)Nc2ncc([N+](=O)[O-])s2)o1
→ -27, 2, -3.2, 13, 0.1, -3.9, -2, 0.7, 11
[4] N#CC1=C(N)SC(N)=C(C#N)C1c1c(Cl)cccc1Cl
→ -11, 1, -2.6, 15, 1.2, -2.6, -3, 0.1, 82*
[5] COCCn1c(SCC(=O)Nc2cc(C(C)(C)C)nn2-c2ccccc2)nnc1-c1ccncc1
→ -8, -27, -2.6, 6, -0.3, -1.6, -3, -1.2, -35
[6] COc1ccc(NC(=O)CN(C)S(=O)(=O)c2ccc3c(c2)CC(C)N3C(C)=O)cc1OC (stereo unspecified)
→ -9, -22, 1.2, 8, 4.7, 0.7, -6, 0.0, 28
[7] CC(=O)c1ccccc1OCCOCCOc1ccccc1C(C)=O
→ -7, -16, -1.9, 19, 7.1, -1.2, 2, 6.6, 9
[8] CC(NC(=O)C1(S(=O)(=O)c2ccc(Cl)cc2)CC1)c1ccccc1 (stereo unspecified)
→ -3, -9, -0.3, 0, -0.2, -3.0, 2, -1.7, 1
[9] Cc1ccn2c(NC3CCCC3)c(-c3ccncc3)nc2c1
→ -2, -10, 0.2, -18, -1.2, -3.0, -1, -1.5, -7
[10] O=C(NC1CCN(Cc2ccccc2)CC1)c1ccc(Cl)cc1Cl
→ -16, 5, 0.2, -4, 1.1, -1.8, -6, 0.3, 24
[11] CCCC(=O)N(Cc1cccnc1)c1nc2c(OC)ccc(Cl)c2s1
→ -11, -7, 1.1, -7, -0.7, -0.3, -7, 0.1, 38
[12] O=C(Cc1ccccc1)Nc1ccc2[nH]ncc2c1
→ -16, -3, -1.1, 0, 0.3, 0.3, -2, -0.5, .
[13] Cc1nn(-c2ccccc2)c(OC(=O)c2cccs2)c1S(=O)(=O)c1ccccc1
→ -15, 6, -1.6, -1, 1.1, -5.4, -4, 0.1, 29
[14] Cc1ccc(NC(=S)NN2CCOCC2)c(C)c1
→ 0, -3, 0.7, 4, 0.7, -0.5, -6, -0.4, 33
[15] Cc1nc(SCC(=O)NC2CCCC2)[nH]c(=O)c1C
→ 2, -4, -1.2, 7, 0.2, -6.4, -10, 4.1, 35
[16] CCOC(=O)CN1C(=O)N[C@@H](c2ccccc2)C(C(C)=O)=C1C
→ -4, -6, -1.7, 1, 0.2, -4.1, ., 0.5, 26
[17] CC(C)(C)c1csc(SCC(=O)Nc2ccc(Cl)cn2)n1
→ -4, -3, -2.6, -4, -1.4, -2.1, -7, -1.7, -2
[18] O=C(N/N=C/c1c(Cl)[nH]c2ccccc12)c1ccc2c(c1)OCCO2
→ 1, -9, -2.1, -4, -0.2, -2.4, -1, -1.1, 21
[19] Cc1oc2c(CN3CCOCC3)c(O)ccc2c(=O)c1-c1ccc(Br)cc1
→ 3, -6, -1.3, -3, -0.4, -3.2, -5, -2.4, -10
[20] COc1ccc(-c2nnc(SCC(=O)NC3CCCCC3)o2)cc1OC
→ -4, -25, 0.0, -1, 0.3, -6.6, 6, -1.1, 11
[21] O=C(CCCN1C(=O)c2ccccc2C1=O)Oc1ccc(Cl)cc1
→ 4, -13, 0.4, -8, -0.9, -2.2, -1, -1.3, 3
[22] C(=C\c1ccccc1)/C=N/Nc1nc2ccccc2s1
→ -19, -1, -3.5, 0, 0.4, -2.6, 0, -0.7, 18
[23] Cc1ccc(-c2cc(C(=O)O)c3cc(Br)ccc3n2)s1
→ -3&3, -22&-17, -1.3&0.3, 38*, ., -4.2&-2.6, -10&-9, ., 5
[24] O=c1/c(=C\c2cc([N+](=O)[O-])cc([N+](=O)[O-])c2O)sc2nc3ccccc3n12
→ -3, -15, -3.1, 17, 7.4, -1.9, ., 5.0, 67*
[25] NC(=O)C1(N2CCCCC2)CCN(CC(=O)Nc2ccccc2Sc2ccccc2)CC1
→ -7, -1, 0.1, -6, -0.4, -0.5, -7, -1.6, -121
[26] Cc1cccc(C(=O)O/N=C2\CCS(=O)(=O)c3sccc32)c1
→ -2, -7, -0.6, 1, 0.1, -1.1, -4, -2.2, 3
[27] COc1ccc(/C=N/NC(=O)CN2CCSCC2)cc1C
→ -17, 3, -1.2, 4, -1.1, -2.9, -4, -1.9, 5
[28] CC1CCN(C(=O)c2ccc3c(c2NCCO)C(=O)c2ccccc2C3=O)CC1
→ -4, -21, -0.3, -5, 0.2, -4.7, -1, 3.8, -1
[29] C=CCNc1nc2c(c(=O)n(C)c(=O)n2C)n1CC
→ -5, -1, -2.2, 1, 0.6, -1.7, 2, 1.0, 0
[30] COc1ccc(-c2n[nH]c(=S)n2-c2ccc(Br)cc2)cc1OC
→ -4, -26, 5.8, -2, 0.2, -2.9, -8, 0.0, 18
[31] Cc1ccccc1S(=O)(=O)Cc1ccc(C(=O)NC2CCC(C)CC2)o1 (stereo unspecified)
→ -2, -40, -1.0, 0, 1.4, -3.8, -4, 0.2, 17
[32] O=C(CN1CCSCC1)N1CCc2[nH]c3ccc(Br)cc3c2C1
→ 1, 0, -1.3, -9, ., 0.3, ., ., 22
[33] Cn1c(N2CCCC2)nc2c1c(=O)n(Cc1cccc(F)c1)c(=O)n2C
→ 6, -7, 0.0, -3, -0.2, -2.6, -2, -0.9, 16
[34] OCCNc1nc(N2CCCCC2)nc2ccccc12
→ 7, 0, 1.9, 1, 0.3, -2.1, -10, -0.6, .
[35] COc1cccc(NC(=O)COc2nc3ccccc3nc2C)c1
→ -12, -4, -2.4, -1, 0.9, -3.6, -2, 0.2, -5
[36] O=C(C(Cc1ccccc1)n1cccc1)N1CCN(c2ccccc2)CC1 (stereo unspecified)
→ 9, -24, -2.7, -2, -0.8, -2.4, ., -2.2, 2
[37] COCCOC(=O)C1=C(C)N=C2SCCC(=O)N2C1c1cccc(Br)c1 (stereo unspecified)
→ 0, -3, -0.1, 1, 0.6, -2.4, -1, 0.5, -6
[38] COc1ccccc1-c1nnc(NC(=O)c2ccc3c(c2)OCO3)s1
→ -7, -2, -0.2, 0, -0.4, -0.7, -5, 0.3, 29
[39] CCCCC(=O)NC(=S)Nc1cccc(NC(=O)c2ccccc2)c1
→ -4, -9, 1.2, 4, -0.8, 0.1, -4, -2.9, -11
[40] CC(C)n1nnnc1SCC(=O)Nc1ccc2c(c1)OCCO2
→ -15, -5, -1.3, -3, 0.2, -1.7, -2, 0.1, 20
[41] COCCn1nnnc1C(CC(C)C)N1CCN(c2nc3ccccc3s2)CC1 (stereo unspecified)
→ -12, -18, -1.3, -4, -0.9, -1.6, -3, -1.8, 48
[42] CC(C)OC(=O)C1CC=CCC1C(=O)Nc1ccc(Cl)cc1 (stereo unspecified)
→ -6, -1, 0.1, 9, -1.8, -1.2, 4, -2.2, -9
[43] CC(=O)N1c2ccc(S(=O)(=O)N3CCC(C(=O)N4CC(C)CC(C)C4)CC3)cc2CC1C (stereo unspecified)
→ 4, -53, -6.0, 1, 2.3, -2.6, 1, 0.7, 7
[44] COc1ccc(NC(=O)NCCN2CCCCC2)cc1
→ -13, -3, -0.9, 0, 0.3, -1.7, -4, -0.2, 52
[45] COc1ccc(C=O)cc1Cn1ccnc1C
→ -8, -1, 0.0, -15, -0.4, -2.7, -7, 2.0, 12
[46] COc1ccc2nc(NC(=O)C3CC(=O)N(c4ccccc4)C3)sc2c1 (stereo unspecified)
→ -2, -22, 1.3, -12, 7.3, -4.5, -5, 5.1, 3
[47] O=C(O)Cn1ccc2cc(S(=O)(=O)N3CCCCCC3)ccc21
→ -6, -37, -0.4, -1, 0.0, -1.3, 1, -0.3, 37
[48] O=S(=O)(NCCCCCNS(=O)(=O)c1ccc(F)cc1)c1ccc(F)cc1
→ -1, -18, -0.6, -10, 7.0, -3.1, -5, 7.0, -23
[49] O=C(c1cccc2c1C(=O)N(Cc1cccnc1)C2)N1CCN(c2ccccc2)CC1
→ -4, -24, -4.1, 1, 0.0, -1.5, -3, -0.5, -3

3 of the entries above in order of the GPR7 antag value, low to high.
| nr | SMILES | GPR7 antag |
| --- | --- | --- |
| 41 | COCCn1nnnc1C(CC(C)C)N1CCN(c2nc3ccccc3s2)CC1 (stereo unspecified) | -12 |
| 46 | COc1ccc2nc(NC(=O)C3CC(=O)N(c4ccccc4)C3)sc2c1 (stereo unspecified) | -2 |
| 43 | CC(=O)N1c2ccc(S(=O)(=O)N3CCC(C(=O)N4CC(C)CC(C)C4)CC3)cc2CC1C (stereo unspecified) | 4 |

Values by screen from above:
Nos. 40 to 43 in OXTR ag: 0.1, -1.8, -2.2, 0.7
Nos. 40 to 43 in GalR3 antagonist: -2, -3, 4, 1

Of the compounds above, 3 contain fluorine:
Order of results – GPR7 antag, DNA FID counter, VIM-2 inhibitor, NS3 helicase inh, V1aR counter, IMP-1 inhibitor, GalR3 antagonist, OXTR ag, PHOSPHO1 inh
[1] O=C(CSc1nnnn1-c1ccc(F)cc1)Nc1ccc(N2CCOCC2)c(Cl)c1
→ 6, -1, -2.0, -3, 2.1, -3.4, -8, 1.1, -2
[33] Cn1c(N2CCCC2)nc2c1c(=O)n(Cc1cccc(F)c1)c(=O)n2C
→ 6, -7, 0.0, -3, -0.2, -2.6, -2, -0.9, 16
[48] O=S(=O)(NCCCCCNS(=O)(=O)c1ccc(F)cc1)c1ccc(F)cc1
→ -1, -18, -0.6, -10, 7.0, -3.1, -5, 7.0, -23
